Source: PubChem
HIV peptide binding: cell-free HIV fusion peptide-binding blockers – biochemical, uHTS, fluorescence dequenching, primary screen (AID 1986); cell-free peptide binding, fluorescence dequenching, 30 min; higher % means a stronger effect; inhibition, % at 20 µM; hits with a dose series show IC50 in µM; actives 0.3% (n = 290,000); in the data active means inhibition mostly above about 52%, no sharp cut-off; inactive means mostly below about 76%; further: some results filed as inactive read as strong as hits
GPR55 activation: GPR55 agonists via beta-arrestin recruitment, primary screen, imaging, U2OS cells, beta-arrestin-GFP redistribution (AID 1961); one-dose activation, % at 10 µM; EC50 in µM for titrated hits; actives 0.048% (n = 290,000); U2OS GPR55 beta-arrestin-GFP redistribution imaging; higher % means a stronger effect;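 active means activation above 40% with more than 50 cells counted in the well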;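 further: U2OS osteosarcoma cells stably expressing GPR55 and beta-arrestin-GFP; plate controls were DMSO negative control for no effect and LPI positive control for full effect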
GPR55 antagonists: inhibition of LPI-stimulated GPR55 beta-arrestin translocation – imaging, U2OS, beta-arrestin-GFP, LPI agonist, primary screen (AID 2013) | U2OS GPR55 beta-arrestin-GFP translocation imaging, LPI antagonism; higher % means a stronger effect | one-dose inhibition, % at 10 µM; IC50 in µM for titrated hits | actives 0.13% (n = 290,000);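 active means spots per cell inhibited over 60%, with over 100 cells counted and total cytoplasm intensity under 500,000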;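 further: U2OS cells stably carrying GPR55 and arrestin-GFP stimulated by 5 µM LPI near EC80; imaged beta-arrestin-GFP aggregate spots per cell after agonist stimulation; plate controls were LPI-stimulated DMSO wells for no effect and DMSO wells without LPI for full effect; some results filed as inactive read as strong as hits; confirmed hits need IC50 under 10 µM and bright autofluorescent wells are also inconclusive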
NOD2 inhibition: NOD2 signaling inhibitors, cell-based, luminescence, uHTS, HEK293 (AID 1566); HEK293 NOD2/NF-kB luciferase reporter, luminescence; higher % means a stronger effect; inhibition, % at 4 µM; hits with a dose series show EC50 in µM; actives 0.63% (n = 290,000); further: many of its hits are not listed in these tables
NOD1 NF-kB reporter: inhibition of NOD1-driven NF-kB reporter – cell-based, luminescence, uHTS, primary screen (AID 1578); NOD1-driven NF-kB luciferase reporter cells, luminescence; higher % means a stronger effect; one-dose inhibition, % at 4 µM; EC50 in µM for titrated hits; actives 1% (n = 290,000); in the data active means inhibition mostly above about 36%, no sharp cut-off; inactive means mostly below about 34%;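 further: HEK-293T reporter cells stimulated with the NOD1 agonist gamma-tri-DAP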
KOR beta-arrestin-1: KOR antagonists, beta-arrestin recruitment, cell-based, luminescence, uHTS (AID 1778); KOR beta-arrestin recruitment, luminescence, antagonist mode; higher % means a stronger effect; inhibition, % at 10 µM; hits with a dose series show IC50 in µM; actives 0.091% (n = 290,000); further: strong numbers were not always called active
KOR beta-arrestin-2: KOR agonists, beta-arrestin recruitment, primary screen, cell-based, luminescence, uHTS (AID 1777). KOR beta-arrestin recruitment, luminescence; higher % means a stronger effect. actives 0.02% (n = 280,000). activation, % at 10 µM; hits with a dose series show EC50 in µM; in the data active means activation above about 50%, passing the limit was not always enough; further: a part of the inactive calls stands beside numbers as strong as those of hits
GPR35 antagonists: GPR35 antagonists blocking zaprinast-driven arrestin recruitment, primary screen, imaging, U2OS, beta-arrestin-GFP, zaprinast agonist (AID 2058) | U2OS GPR35 beta-arrestin-GFP translocation imaging, zaprinast antagonism; higher % means a stronger effect | one-dose inhibition, % at 10 µM; IC50 in µM for titrated hits | actives 0.052% (n = 290,000);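 active means inhibition of at least 50% with at least 30 cells and total cytoplasm GFP at most 10,000,000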
Myeloid diff MLP: myeloid differentiation induction. ER-HoxA9 myeloid progenitors, lysozyme-GFP differentiation, flow cytometry. calls only at 10 µM. actives 1% (n = 360,000);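 active means normalized GFP-positive differentiation at or above the plate's own cutoff, the solvent-only control mean plus 3 SD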;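 further: cells exposed to compound for four days before flow analysis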
Myeloid diff MLP GFP+ MAC1+ %: second read-out of Myeloid diff MLP, no call of its own (marks repeat the call); GFP+ MAC1+ double positive, %; measured here: differentiation confirmed by MAC1 staining
Active calls of the source: *; i = inactive; x = no result given; + = active, no number; [ ] = another dose, or the depositor's remark. Unless noted, no stated cut-off is given here; in the data, active means inhibition above about 50%; inactive means the rest. An excerpt; rates above refer to the full screens.

Start of the data: the first 2 entries as a preview:
(1) CCCCC1=NN(C(=O)c2ccncc2)C(O)(C(F)(F)F)C1 (stereo unspecified)
(2) N#Cc1ccc(COn2nnc3ccccc32)cc1

Screen / compound no.,1,2
HIV peptide binding,-1.8%,1.0%
GPR55 activation,-0.1%,-0.7%
GPR55 antagonists,-3%,8%
NOD2 inhibition,12%,-12%
NOD1 NF-kB reporter,-14%,-47%
KOR beta-arrestin-1,13%,15%
KOR beta-arrestin-2,-5.2%,-1.2%
GPR35 antagonists,-6%,-14%
Myeloid diff MLP,i,i
Myeloid diff MLP GFP+ MAC1+ %,0.1,0.1

The listing, from the start:
(1) CCCCC1=NN(C(=O)c2ccncc2)C(O)(C(F)(F)F)C1 (stereo unspecified)
(2) N#Cc1ccc(COn2nnc3ccccc32)cc1
(3) CCC1(CC)NC(=O)N(CC(=O)OCC(=O)Nc2ccccc2[N+](=O)[O-])C1=O
(4) COc1ccc(NC(=O)Cn2c3ccccc3c3nc4n(c(=O)c32)CCS4)cc1OC
(5) O=C1c2cccc3cccc(c23)C(=O)N1CCN1CCN(CC(O)COCc2ccc(Cl)cc2)CC1 (stereo unspecified)
(6) COCCCn1c(C(=O)N2CCOCC2)cc2c(=O)n3ccccc3nc21
(7) Cc1onc(-c2ccccc2)c1C(=O)NCCc1ccc(S(N)(=O)=O)cc1
(8) O=C(Nc1ccc2[nH]ncc2c1)c1cccc(F)c1

Screen / compound no.,1,2,3,4,5,6,7,8
HIV peptide binding,-1.8%,1.0%,-2.6%,0.5%,0.9%,0.0%,2.5%,-0.9%
GPR55 activation,-0.1%,-0.7%,-0.1%,-0.2%,0.1%,0.3%,-0.1%,-0.1%
GPR55 antagonists,-3%,8%,0%,5%,8%,4%,-6%,0%
NOD2 inhibition,12%,-12%,-4%,2%,-38%,0%,-7%,-7%
NOD1 NF-kB reporter,-14%,-47%,-7%,-25%,-41%,-5%,-10%,-20%
KOR beta-arrestin-1,13%,15%,-3%,-13%,-13%,-3%,19%,-11%
KOR beta-arrestin-2,-5.2%,-1.2%,-2.7%,-0.4%,5.7%,1.4%,3.7%,-3.2%
GPR35 antagonists,-6%,-14%,18%,6%,-21%,6%,-10%,1%
Myeloid diff MLP,i,i,i,i,i,i,i,i
Myeloid diff MLP GFP+ MAC1+ %,0.1,0.1,0.1,0.9,0.4,3.8,0.7,0.1

(9) Cc1cccc(NC(=O)N2CCCc3ccccc32)c1C
(10) OCCC1CN(Cc2cccn2-c2nccs2)CCN1Cc1ccccc1 (stereo unspecified)
(11) c1ccc2oc(C3=NNC(=NC4CC4)SC3)cc2c1
(12) CCCNc1nc(OCC(F)(F)F)nc(OCC(F)(F)F)n1
(13) CC(C)C(=O)NC(=S)Nc1ccc(S(=O)(=O)Nc2nccs2)cc1
(14) O=C(/C=C/c1ccc(OCc2c(F)cccc2Cl)cc1)N1CCOCC1
(15) O=C(Cc1cccs1)NCc1ccccc1
(16) O=C(O)CCC(=O)Nc1ccc(Cc2ccc(NC(=O)CCC(=O)O)cc2)cc1

Screen / compound no.,9,10,11,12,13,14,15,16
HIV peptide binding,0.6%,-1.3%,4.9%,-0.3%,1.4%,-0.5%,0.3%,1.8%
GPR55 activation,0.2%,-0.1%,0.3%,0.2%,0.0%,-0.3%,-0.3%,0.0%
GPR55 antagonists,5%,7%,4%,1%,-1%,5%,7%,95%
NOD2 inhibition,-4%,-20%,-36%,7%,2%,-27%,4%,-2%
NOD1 NF-kB reporter,-42%,-12%,87%*,-6%,-8%,22%,2%,-3%
KOR beta-arrestin-1,-33%,19%,22%,22%,44%[20 µM],-13%,16%,2%
KOR beta-arrestin-2,6.6%,-2.9%,-2.4%,0.2%,-5.0%,8.7%,15%,0.3%
GPR35 antagonists,-6%,4%,1%,-2%,-2%,-7%,6%,-11%
Myeloid diff MLP,i,i,i,i,i,+,i,+
Myeloid diff MLP GFP+ MAC1+ %,0.7,0.3,0.3,6.8,0.3,32*,6.6,11*

(17) CN1C2=CC=CC=CC2=[N+](C)C12C([N+](=O)[O-])=CC(=[N+]([O-])[O-])C=C2[N+](=O)[O-] (stereo unspecified)
(18) CC(=O)NCCc1nc2ccccc2[nH]1
(19) O=C(Cn1cnc2c(nnn2-c2ccccc2)c1=O)N1CCCc2ccccc21
(20) Cc1ccc2c(c1)N(CC(=O)NCC1CCCO1)C(=O)C(C)O2 (stereo unspecified)
(21) S=c1[nH]nc(-c2cccc(Cl)c2)n1Cc1ccccc1
(22) COc1ccc(CNC(=O)Cc2ccc(-c3ccccc3)cc2)cc1OC
(23) CC1Cc2cc(/C=C3/SC(=S)N(C)C3=O)ccc2O1 (stereo unspecified)
(24) CCO[C@@H]1OC(C(=O)N2CCN(C)CC2)=C[C@H](c2ccc(C(F)(F)F)cc2)[C@H]1CCCO

Screen / compound no.,17,18,19,20,21,22,23,24
HIV peptide binding,0.0%,2.1%,-1.7%,-3.5%,-2.2%,-0.8%,-0.8%,0.7%
GPR55 activation,0.3%,-0.4%,-0.1%,-0.1%,-0.8%,-0.2%,0.6%,-0.2%
GPR55 antagonists,8%,1%,1%,22%,1%,-13%,2%,-2%
NOD2 inhibition,-42%,18%,5%,2%,9%,18%,-42%,12%
NOD1 NF-kB reporter,57%*,-19%,-9%,-7%,-8%,-5%,2%,1%
KOR beta-arrestin-1,10%,11%,6%,5%,-43%,-51%,22%,-14%
KOR beta-arrestin-2,-2.9%,0.0%,-3.3%,-0.2%,9.6%,-7.1%,0.7%,-6.0%
GPR35 antagonists,-7%,-2%,9%,21%,-6%,-5%,-6%,4%
Myeloid diff MLP,i,i,i,i,i,i,i,i
Myeloid diff MLP GFP+ MAC1+ %,0.1,1.9,3.4,1.8,0.6,0.6,0.7,1.0

An excerpt of these results, with two lines to a compound.
Values in the order: HIV peptide binding	GPR55 activation	GPR55 antagonists	NOD2 inhibition	NOD1 NF-kB reporter	KOR beta-arrestin-1	KOR beta-arrestin-2	GPR35 antagonists	Myeloid diff MLP	Myeloid diff MLP GFP+ MAC1+ %
(24) CCO[C@@H]1OC(C(=O)N2CCN(C)CC2)=C[C@H](c2ccc(C(F)(F)F)cc2)[C@H]1CCCO
 : 0.7%	-0.2%	-2%	12%	1%	-14%	-6.0%	4%	i	1.0
(19) O=C(Cn1cnc2c(nnn2-c2ccccc2)c1=O)N1CCCc2ccccc21
 : -1.7%	-0.1%	1%	5%	-9%	6%	-3.3%	9%	i	3.4
(21) S=c1[nH]nc(-c2cccc(Cl)c2)n1Cc1ccccc1
 : -2.2%	-0.8%	1%	9%	-8%	-43%	9.6%	-6%	i	0.6
(23) CC1Cc2cc(/C=C3/SC(=S)N(C)C3=O)ccc2O1 (stereo unspecified)
 : -0.8%	0.6%	2%	-42%	2%	22%	0.7%	-6%	i	0.7

Carrying on:
(25) Cc1ccc(-c2cc(C(=O)Nc3cc(C(=O)O)ccc3C)c3ccccc3n2)cc1
(26) N#Cc1cc(-c2ccccc2)[nH]c1-c1nccc2ccccc12
(27) CN(CC1CCN(CCc2cccc(C(F)(F)F)c2)CC1)C(=O)c1ccc(F)cc1
(28) Nn1c(-c2ccccc2)nc2ccccc2c1=O
(29) O=C(C[n+]1cc(Br)cc2ccccc21)c1ccc(F)cc1
(30) CCOC(=O)N1CCN(C(=O)C2CCN(S(=O)(=O)c3ccccc3)CC2)CC1
(31) Cn1nnc2cc(C(=O)NC(C)(C)C)ccc21
(32) COc1ccc(Br)cc1CNC(=O)CN1C(=O)C(c2ccccc2)Oc2cccnc21 (stereo unspecified)

Screen / compound no.,25,26,27,28,29,30,31,32
HIV peptide binding,5.8%,0.6%,3.5%,-1.3%,36%,-1.7%,0.2%,4.5%
GPR55 activation,0.0%,2.7%,-0.3%,-0.1%,-0.1%,0.3%,0.2%,-0.1%
GPR55 antagonists,2%,13%,7%,2%,-5%,-7%,3%,1%
NOD2 inhibition,6%,0%,-10%,3%,2%,0%,7%,-7%
NOD1 NF-kB reporter,-21%,6%,18%,-32%,-3%,18%,1%,18%
KOR beta-arrestin-1,-10%,14%,8%,-1%[20 µM],-5%,12%,-1%,-13%
KOR beta-arrestin-2,13%,5.5%,-0.5%,x,-2.5%,-2.1%,18%,0.6%
GPR35 antagonists,11%,13%,0%,3%,8%,-3%,-10%,-2%
Myeloid diff MLP,i,i,i,i,i,i,i,i
Myeloid diff MLP GFP+ MAC1+ %,0.1,0.5,0.6,0.5,0.5,2.5,1.0,11

A few values from the list.
NOD2 inhibition result of cpd 14 stands at -27%
GPR55 antagonists result of cpd 30 stands at -7%
NOD2 inhibition result of cpd 32 stands at -7%

Some entries already given, limited to HIV peptide binding, Myeloid diff MLP and Myeloid diff MLP GFP+ MAC1+ %:
nr	compound	HIV peptide binding	Myeloid diff MLP	Myeloid diff MLP GFP+ MAC1+ %
7	Cc1onc(-c2ccccc2)c1C(=O)NCCc1ccc(S(N)(=O)=O)cc1	2.5%	i	0.7
8	O=C(Nc1ccc2[nH]ncc2c1)c1cccc(F)c1	-0.9%	i	0.1

Other structures follow:
(33) COc1c(F)c(F)c(C(=O)Nc2c(C)cc(Br)cc2C)c(F)c1F
(34) COc1ccccc1/C=N/N1C(=O)C(CC(=O)Nc2ccc([N+](=O)[O-])cc2OC)SC1=Nc1cccc(C)c1C (stereo unspecified)
(35) O=C(O)c1nn(CCOc2c(Cl)cccc2Cl)c(=O)c2ccccc12
(36) Cc1c(C(=O)Nc2ccc(-n3cnnn3)cc2)oc2ccccc12
(37) O=C1C2CC=CCC2C(=O)N1n1cnnc1 (stereo unspecified)
(38) CCOCCCN(CC(=O)NC1CCCC1)C(=O)C(=O)Nc1ccc2c(c1)OCCO2
(39) Cc1ccc(S(=O)(=O)N2CCN(C(=O)CCn3cncn3)CC2)cc1
(40) O=C(Nc1cccc(Cl)c1)c1ccc(F)c(S(=O)(=O)NCc2ccc3c(c2)OCO3)c1
(41) O=C(Nc1nnc(SCC(=O)N2CCCCC2)s1)c1cccs1

Screen / compound no.,33,34,35,36,37,38,39,40,41
HIV peptide binding,-1.0%,0.0%,-2.7%,-1.7%,1.4%,-0.3%,-1.0%,-1.0%,2.8%
GPR55 activation,-0.2%,0.2%,-0.1%,-0.2%,-0.3%,-0.1%,-0.1%,0.2%,-0.2%
GPR55 antagonists,6%,-27%,2%,-3%,10%,-9%,10%,10%,2%
NOD2 inhibition,-2%,-43%,-95%,28%,10%,-4%,4%,-2%,14%
NOD1 NF-kB reporter,-13%,-5%,-8%,-22%,-28%,8%,14%,-7%,-5%
KOR beta-arrestin-1,-11%,-88%[20 µM],-29%,-14%,15%,-55%,10%,36%,-8%
KOR beta-arrestin-2,2.2%,-1.7%,-0.2%,-7.2%,-2.6%,5.2%,-2.8%,-0.8%,-1.6%
GPR35 antagonists,-10%,-23%,-15%,6%,-12%,-5%,8%,6%,1%
Myeloid diff MLP,i,x,i,i,i,i,i,i,i
Myeloid diff MLP GFP+ MAC1+ %,0.6,x,0.6,0.8,0.6,0.5,0.3,0.7,1.0
